MBD2 inh: inhibitors of human MBD2 binding to methylated oligonucleotide. Q9UBB5. TR-FRET. inhibition, % at 4.4 µM. 370,000 tested, 0.31% active. AID 686964; in the data active means inhibition above about 13%
Target sequence (Q9UBB5 whole entry, looked up): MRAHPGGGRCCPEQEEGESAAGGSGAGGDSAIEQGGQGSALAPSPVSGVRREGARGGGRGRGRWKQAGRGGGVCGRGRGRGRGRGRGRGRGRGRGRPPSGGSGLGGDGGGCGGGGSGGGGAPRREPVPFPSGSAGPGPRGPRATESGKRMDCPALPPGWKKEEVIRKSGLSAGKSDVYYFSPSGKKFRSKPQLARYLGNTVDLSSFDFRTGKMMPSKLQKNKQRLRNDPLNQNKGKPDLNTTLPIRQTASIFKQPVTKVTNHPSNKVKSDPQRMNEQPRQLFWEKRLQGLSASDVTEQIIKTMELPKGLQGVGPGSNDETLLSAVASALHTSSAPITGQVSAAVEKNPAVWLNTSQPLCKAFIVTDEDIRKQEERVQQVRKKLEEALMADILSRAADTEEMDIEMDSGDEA
LEDGF integ inh: blocks HIV-1 LEDGF/p75-dependent DNA integration; TR-FRET IN-LEDGF/p75 DNA integration, Eu/Cy5; AID 743269; 370,000 tested, 0.64% active; inhibition, % at 3.7 µM;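 active means inhibition above the screen-wide mean plus 3 SD, cut at about 13% in these data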;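 further: signal is the Cy5 over europium emission ratio at 671 and 618 nm; 0% = plate median of compound wells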
HTRA1 inh: HTRA1 (human) protease inhibition. recombinant HTRA1, FP-rhodamine activity-based probe, fluorescence polarization. inhibition, % at 5.96 µM. 340,000 tested, 0.5% active; in the data active means inhibition above about 36%;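 further: 0% = enzyme with DMSO and 100% = wells lacking enzyme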
GC-B act: GC-B (human) receptor activation. P20594. HEK293-GC-B cells, CNP EC30, cGMP TR-FRET; 0% at EC30 CNP, 100% saturating CNP. activation, % at 10 µM. 370,000 tested, 0.11% active;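 active means activation at 10 µM reaching about 35% in either raw or pattern-adjusted values, limit read from the data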
PRMT1 FP inh: inhibitors of human PRMT1; Q99873; recombinant PRMT1, activity-based probe fluorescence polarization; inhibition, % at 2.79 µM; 370,000 tested, 1.3% active; AID 652257;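 active means inhibition above about 21% made by adding two undisclosed values, limit read from the data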
Target sequence (Q99873 whole entry, looked up): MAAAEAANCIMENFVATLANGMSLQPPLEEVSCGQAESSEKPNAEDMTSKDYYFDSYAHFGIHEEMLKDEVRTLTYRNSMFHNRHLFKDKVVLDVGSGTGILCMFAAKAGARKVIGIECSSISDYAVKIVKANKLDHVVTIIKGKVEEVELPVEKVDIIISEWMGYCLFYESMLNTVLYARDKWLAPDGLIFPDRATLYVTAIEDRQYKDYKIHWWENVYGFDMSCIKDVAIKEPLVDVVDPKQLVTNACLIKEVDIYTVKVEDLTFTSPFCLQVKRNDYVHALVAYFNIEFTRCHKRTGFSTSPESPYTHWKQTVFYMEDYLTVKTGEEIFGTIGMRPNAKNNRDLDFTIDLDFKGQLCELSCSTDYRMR
SIAE inh: blocks human sialic acid acetylesterase; Q9HAT2; inhibition, % at 9.66 µM; AID 1053197; 370,000 tested, 0.69% active; SIAE FP-Rh probe binding, fluorescence polarization;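 active means inhibition above a cutoff: mean of compounds within the control limits plus 3 SD of those, cut at about 17% in these data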;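 further: 0% = plate median of compound wells and 100% = probe without SIAE protein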
ABHD4 inh: inhibits mouse alpha/beta hydrolase domain 4 | Q8VD66 | purified mABHD4, FP-Rh probe fluorescence polarization | inhibition, % at 8.92 µM | 370,000 tested, 0.54% active | AID 720543;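 active means inhibition exceeding the mean over every tested compound plus 3 SD, cut at about 30% in these data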;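 further: 0% = plate median of compound wells and 100% = S159A mutant with DMSO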
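Material: mouse ABHD4 enzyme, wild type; Benchmarks: S159A mutant high control, sample median low control; Buffer or medium: HEPES pH 7.0, NaCl, Pluronic buffer; Signal: fluorescence polarization; Read-out: percent inhibition of probe binding, normalized to plate controls; Timing: pre-incubation 45 min, probe exposure 60 min, at 25 °C; Dosing: 8.92 µM, single dose.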
TCR CD3 inh: inhibitors of human TCR-CD3 interaction | inhibition, % at 9.4 µM | 360,000 tested, 0.37% active | TAMRA-labeled TCR probe fluorescence, biochemical | AID 651800; in the data active means inhibition above about 19%;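 further: recombinant mutant TCR 2C K166C tagged with TAMRA read by polarization; 0% = receptor in buffer alone and 100% = receptor with positive control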
rCAG binder: molecules binding r(CAG) RNA repeats; r(CAG) RNA repeat, TO-PRO-1 dye displacement fluorescence; inhibition, % at 3 µM; 370,000 tested, 1.3% active; AID 651821;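 active means inhibition above the plate cutoff, the mean of all test compounds on that plate plus 3 SD, cut at about 35% in these data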;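 further: 0% = DMSO alone and 100% = 100 µM mitoxantrone as full dye displacement; higher means more dye released from RNA so lower well fluorescence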
TDP2 absorb: blocks human TDP2 phosphodiesterase activity. O95551. recombinant TDP2, T5PNP hydrolysis, p-nitrophenol absorbance 415 nm. inhibition, % at 12.8 µM. 370,000 tested, 0.34% active;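 active means inhibition above the mean of all tested compounds plus 3 SD, set per campaign, cut at about 25% in these data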;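 further: 0% = DMSO with enzyme and 100% = buffer with substrate but no TDP2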
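Read-out basis: percent inhibition. System: recombinant human TDP2. Buffer or medium: Mg2+-containing Tris-HCl buffer, pH 7.5. Repeats: single replicate. Timing: reaction 2 h, 37 °C. Benchmarks: high control without enzyme, low control DMSO plus TDP2. Probe or stimulus: 5 mM T5PNP. Doses: 12.8 µM only. Measured by: epi absorbance of p-nitrophenol freed from T5PNP by hydrolysis.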
Active calls of the source: *; nt = not tested or not shown. Only part of the results is shown, so the mix of outcomes need not match the whole.

Compound	MBD2 inh	LEDGF integ inh	HTRA1 inh	GC-B act	PRMT1 FP inh	SIAE inh	ABHD4 inh	TCR CD3 inh	rCAG binder	TDP2 absorb
CN(C)c1ccc(C(=O)N2CCCC2)cc1	5	1	-4	2	-3	-8	-6	12	-1	-12
O=C(O)CCCNS(=O)(=O)c1ccc2c(c1)OCCCO2	-3	-2	0	4	1	-2	6	-1	-1	-8
Cc1nn(-c2ccccc2)c(Cl)c1/C=C1/C(=N)N2N=C(C(C)C)SC2=NC1=O	-5	0	3	4	2	1	-12	-2	13	-9
Cc1[nH]c2ccc(C(=O)NCCN3CCCCCC3)cc2c1C	0	-9	13	4	4	-1	2	4	3	-14
CCc1ccc(NC(=O)CN2CCN(c3ccc(OC)cc3)CC2)cc1	0	0	1	1	-3	9	-2	1	-9	16
COc1ccc(N2C(=O)CC(Sc3n[nH]c(-c4cccc(C)c4)n3)C2=O)cc1 (centres undefined)	1	3	nt	2	44*	-2	3	-1	7	-1
COc1ccc([C@@H]2C[C@H]3CN(c4ccccc4)C(=O)[C@]34CCCN24)c(OC)c1OC	-6	-1	-3	-6	6	2	1	-11	-7	-9
COc1cccc(-n2cn[nH]c2=S)c1	2	0	-6	4	-1	3	2	0	-3	4
CCS(=O)(=O)c1nc(S(=O)(=O)c2ccc(Cl)cc2)c(NCc2ccco2)s1	-1	-3	4	3	0	12	0	12	2	4
Cn1cc(CC(=O)NCc2ccc(F)cc2)c2ccccc21	0	1	7	-1	1	0	-1	2	-4	2
CSc1nnc(-c2ccc(O)cc2)n1C	-4	-2	0	2	-1	-2	7	-5	-3	-5
CCOC(=O)N1CCN(CCC(=O)Nc2ccc(OC)cc2)CC1	0	2	-6	3	1	-1	0	-3	-3	8
CSc1nc(C)c2c(n1)N(c1cccc(C)c1)CC2	1	-3	-10	-14	3	10	-8	-8	4	-9
Cc1nn(CC(=O)Nc2ccccn2)c(C)c1[N+](=O)[O-]	1	-3	-4	2	4	0	5	1	0	-1
Cn1ccsc1=NC(=O)c1ccc(CS(C)(=O)=O)cc1	-4	-2	4	0	0	0	0	3	1	11
Oc1cc2c(cc1O)CN(C(=S)NCCc1ccc(Cl)cc1)CCC2	-3	-1	30	-2	5	3	6	4	7	-5
Cc1ccc([N+](=O)[O-])cc1N=C(c1ccc([N+](=O)[O-])cc1)N1CCOCC1	-4	3	3	-6	1	-2	2	0	-4	1
COc1ccc(Br)cc1S(=O)(=O)N1CCCC1	-1	0	1	-1	-1	6	-5	0	2	2
Cc1ccc(C2(c3noc(CN4CCOCC4)n3)CCCC2)cc1	1	3	0	2	-4	-3	-10	-10	-4	-4
CC(C)OC(=O)c1cc2c(ccn2-c2ccc(F)cc2)n1CC(=O)N1CCN(C(=O)c2ccco2)CC1	6	1	-3	5	3	-2	-2	-3	2	-3

(more compounds)
Compound	MBD2 inh	LEDGF integ inh	HTRA1 inh	GC-B act	PRMT1 FP inh	SIAE inh	ABHD4 inh	TCR CD3 inh	rCAG binder	TDP2 absorb
CC(C)=CCCC1=CCC(/C=N/NC(N)=O)C(C)C1 (centres undefined)	-1	-1	0	1	-3	-7	-4	-3	-3	-18
CC1(C(=O)NCCc2c[nH]c3ccccc23)CCN1Cc1ccccc1OC(F)F (centres undefined)	0	3	nt	-9	0	-1	-4	11	1	-6
CN1CCN(c2nc(-c3cccnc3)nc3scc(-c4ccccc4)c23)CC1	-7	-2	-10	-5	-2	1	-2	0	-7	6
CCCCn1cnc2c(SCc3ccccc3Cl)nc(N)nc21	-4	-3	-38	24	-2	0	-9	3	2	-7
COC(=O)CN(Cc1ccco1)S(=O)(=O)c1ccccc1	3	3	-4	3	13	-2	2	-3	12	-3
COc1ccccc1N1CC(C)C(=O)NC1=S (centres undefined)	-3	-1	3	3	0	3	2	-7	0	7
CC(C)CC(=O)Nc1ccnn1C1CCN(C(=O)c2ccccc2F)CC1	-3	0	5	3	-1	0	6	7	0	-6
C[C@@H](C(=O)O)[C@@H]1C[C@@]1(C)[C@@H](NC(=O)OCc1ccccc1)c1ccccc1	-2	-2	-1	1	0	5	-5	3	4	14
CCCS(=O)(=O)N1CCCC(C(=O)N2CCC(Cc3ccccc3)CC2)C1 (centres undefined)	-1	-1	-3	-1	0	0	5	6	-7	2
Cc1cc2oc3ccc(NCCCN4CCOCC4)cc3c(=O)c2cc1C	-11	0	10	2	-2	4	9	2	0	1
O=C1C(=O)c2ccccc2C(O)=C1CC=C(Cl)Cl	-14	4	15	4	11	1	38*	0	6	10
COc1ccc(C2CC(=O)C=C(NCc3ccccc3)C2)cc1 (centres undefined)	1	-1	0	7	0	-1	5	8	-2	1
COc1ccc(-c2cscc2N)cc1	2	3	nt	-5	8	5	4	3	14	-7
COC(=O)C1=C(C)NC(C)=C(C(=O)OCC2CCCO2)C1c1cccc(Br)c1 (centres undefined)	-4	0	-6	-20	3	-6	-10	10	-7	1
Cc1ccc(S(=O)(=O)NC(=NC(C)C)c2ccccc2)cc1	1	0	10	-2	-2	9	1	-7	-1	7
CSc1nc(Cl)c(Cc2ccc(OC(C)C)cc2)c(N2CCOCC2)n1	-9	-2	-11	-2	-2	2	0	9	-3	-4
COc1cccc(N2CC(NS(=O)(=O)c3ccc4ccccc4c3)CC2=O)c1 (centres undefined)	-1	-1	-18	-10	0	0	-5	-1	1	-11
O=C(Nc1cc(F)ccc1F)c1ccc(-n2cncn2)c([N+](=O)[O-])c1	5	0	1	-3	1	3	-2	-5	-1	0
CCCN1CCC(N2CCN(c3cccc(C(F)(F)F)c3)CC2)CC1	0	2	-3	-1	2	11	-3	6	-5	5
COc1cc(C)c(C)cc1S(=O)(=O)N1CCN(Cc2ccccc2)CC1	4	-1	-10	1	0	2	0	0	-5	4

(next part)
Compound	MBD2 inh	LEDGF integ inh	HTRA1 inh	GC-B act	PRMT1 FP inh	SIAE inh	ABHD4 inh	TCR CD3 inh	rCAG binder	TDP2 absorb
CN(NS(=O)(=O)c1ccc([N+](=O)[O-])cc1)c1ccccc1	1	1	7	5	9	16	0	-8	1	4
O=C(O)CN1C(=O)NC2(CCc3ccccc32)C1=O (centres undefined)	1	2	0	1	-2	-3	0	3	2	-2
CN(Cc1cnccn1)Cc1nc(Cc2ccccc2F)no1	1	0	2	5	0	-7	4	8	-5	7
c1ccc(CCn2nnnc2C(c2cccs2)N2CCOCC2)cc1 (centres undefined)	0	-3	7	3	2	-5	-4	6	2	-5
COc1ccc([C@H]2CC(=O)C=C(c3cc(C=O)ccc3OC)C2)cc1	2	4	-36	-4	3	-2	-14	-6	8	-11
COc1cc(NC(=O)COC(=O)[C@@H]2CCCN2S(=O)(=O)c2ccc(Cl)cc2)cc(OC)c1OC	-6	-3	-4	-2	2	18*	-3	3	-4	-12
N#C/C(=C(/O)CN1C(=O)c2ccccc2C1=O)c1nc2ccccc2[nH]1	0	4	-8	4	-3	-1	3	-5	5	5
Cc1ccc(N2CCN(C(=O)N3CCCC3)CC2)cc1Cl	3	1	-2	-9	2	-3	7	0	1	-1
O=C(O)Cn1c(COc2ccc(Cl)cc2)nc2ccccc21	6	0	-3	-2	-2	8	-2	-10	1	-13
S=c1[nH]nc(-c2ccc(Cl)cc2)n1/N=C/C=C/c1ccco1	2	10	nt	-6	31*	10	31*	0	37*	2
N#Cc1ccc(OCC(=O)Nc2ccncc2)cc1	0	3	3	2	-2	-1	3	6	1	13
COc1ccc(NS(=O)(=O)c2cc(C(=O)N3CCN(C/C=C/c4ccccc4)CC3)ccc2C)cc1	0	4	-23	0	-1	1	-13	-3	2	6
Cc1ccc(C2(C)NC(=O)N(CC(=O)c3ccc(Cl)s3)C2=O)cc1 (centres undefined)	-1	3	-12	1	-1	-7	-4	4	17	-22
C=C1CC(COc2cc(=O)oc3ccccc23)(c2ccccc2)OC1=O (centres undefined)	-4	1	-13	-14	1	0	-11	2	2	-18
COc1ccc(C2=NN(C(=O)c3cccnc3)C(c3ccccc3)C2)cc1 (centres undefined)	-2	0	-7	-1	2	-4	-6	6	0	6
O=C(c1ccco1)N1CCN(C(c2coc3ccc(Cl)cc3c2=O)c2nnnn2C2CCCC2)CC1 (centres undefined)	0	0	0	-8	-1	9	1	6	3	-7
O=[N+]([O-])c1cc(Br)cc(C=Nc2ccc3c(c2)OCO3)c1O	-10	3	3	1	-2	-16	26	8	58*	-2
N#CC1(c2ccccc2)CCC(=NO)CC1 (centres undefined)	2	1	1	-2	0	2	3	0	0	3

Grouped by structure: the compounds so far containing a carbonyl joined to an NH by a bond outside any ring.
Compound	MBD2 inh	LEDGF integ inh	HTRA1 inh	GC-B act	PRMT1 FP inh	SIAE inh	ABHD4 inh	TCR CD3 inh	rCAG binder	TDP2 absorb
Cc1[nH]c2ccc(C(=O)NCCN3CCCCCC3)cc2c1C	0	-9	13	4	4	-1	2	4	3	-14
CCc1ccc(NC(=O)CN2CCN(c3ccc(OC)cc3)CC2)cc1	0	0	1	1	-3	9	-2	1	-9	16
Cn1cc(CC(=O)NCc2ccc(F)cc2)c2ccccc21	0	1	7	-1	1	0	-1	2	-4	2
CCOC(=O)N1CCN(CCC(=O)Nc2ccc(OC)cc2)CC1	0	2	-6	3	1	-1	0	-3	-3	8
Cc1nn(CC(=O)Nc2ccccn2)c(C)c1[N+](=O)[O-]	1	-3	-4	2	4	0	5	1	0	-1
CC(C)=CCCC1=CCC(/C=N/NC(N)=O)C(C)C1 (centres undefined)	-1	-1	0	1	-3	-7	-4	-3	-3	-18
CC1(C(=O)NCCc2c[nH]c3ccccc23)CCN1Cc1ccccc1OC(F)F (centres undefined)	0	3	nt	-9	0	-1	-4	11	1	-6
CC(C)CC(=O)Nc1ccnn1C1CCN(C(=O)c2ccccc2F)CC1	-3	0	5	3	-1	0	6	7	0	-6
C[C@@H](C(=O)O)[C@@H]1C[C@@]1(C)[C@@H](NC(=O)OCc1ccccc1)c1ccccc1	-2	-2	-1	1	0	5	-5	3	4	14
O=C(Nc1cc(F)ccc1F)c1ccc(-n2cncn2)c([N+](=O)[O-])c1	5	0	1	-3	1	3	-2	-5	-1	0
COc1cc(NC(=O)COC(=O)[C@@H]2CCCN2S(=O)(=O)c2ccc(Cl)cc2)cc(OC)c1OC	-6	-3	-4	-2	2	18*	-3	3	-4	-12
N#Cc1ccc(OCC(=O)Nc2ccncc2)cc1	0	3	3	2	-2	-1	3	6	1	13

In the list so far, 2 have two or more sulfur atoms.
Compound	MBD2 inh	LEDGF integ inh	HTRA1 inh	GC-B act	PRMT1 FP inh	SIAE inh	ABHD4 inh	TCR CD3 inh	rCAG binder	TDP2 absorb
CCS(=O)(=O)c1nc(S(=O)(=O)c2ccc(Cl)cc2)c(NCc2ccco2)s1	-1	-3	4	3	0	12	0	12	2	4
Cn1ccsc1=NC(=O)c1ccc(CS(C)(=O)=O)cc1	-4	-2	4	0	0	0	0	3	1	11
